Assay outcomes deposited in PubChem BioAssay by several laboratories.
HIF-2a block: HIF-2a reporter inhibitors, primary screen, luminescence, 786-0 RCC cells. 360,000 tested, 0.72% active. 786-0 RCC cells HIF-2a reporter, luciferase luminescence, overnight. inhibition, % at 18.8 µM. AID 624352, 2012;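 active = inhibition of the luminescence signal of 40% or more relative to plate controls, in a single-dose primary screen at 18.75 µM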
NR2E3 ag-1: inhibitors of NR2E3-RetCOR corepressor binding, primary screen, NR2E3 agonist project, biochemical, TR-FRET, GST-NR2E3, biotin-RetCOR. Photoreceptor-specific nuclear receptor (Homo sapiens), Q9Y5X4. 1536-well. inhibition of corepressor binding, % at 4.78 µM. 320,000 tested, 0.12% active. AID 2300, 2010;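 active = percent inhibition above the cutoff of mean plus 3 SD of all tested compounds, set per screening campaign, cut at about 20% in these data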;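 note: 0% = DMSO wells and 100% = biotin wells as full block of FRET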
Target sequence (Q9Y5X4 whole entry, looked up): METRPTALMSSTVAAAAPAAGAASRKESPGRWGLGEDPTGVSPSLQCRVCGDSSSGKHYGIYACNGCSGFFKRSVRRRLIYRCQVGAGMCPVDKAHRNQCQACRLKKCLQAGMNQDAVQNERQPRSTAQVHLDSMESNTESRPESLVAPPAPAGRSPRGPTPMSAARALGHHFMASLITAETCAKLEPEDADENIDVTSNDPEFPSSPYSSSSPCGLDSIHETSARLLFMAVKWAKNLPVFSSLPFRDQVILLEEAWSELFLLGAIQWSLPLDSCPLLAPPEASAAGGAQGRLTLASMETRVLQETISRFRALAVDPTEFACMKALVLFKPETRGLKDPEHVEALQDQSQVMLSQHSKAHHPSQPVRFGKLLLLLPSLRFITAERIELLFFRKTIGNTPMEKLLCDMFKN
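Material: NR2E3–RetCOR corepressor complex / Incubation: Compound–protein incubation for 5 h at 4 °C / Dosing: compound at 4.8 µM, single dose / Detection: time-resolved FRET / Benchmarks: high control biotin, low control 0.6% DMSO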
Shn3 inh set2: reduction of Shn3 3'UTR firefly luciferase signal, primary screen, Schnurri-3 inhibitor project, cell-based, Clone20 osteoblasts, set 2; Clone20 osteoblast Shn3 3'UTR firefly luciferase, 24 h; inhibition, % at 12.5 µM; 360,000 tested, 0.52% active;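 active = mean inhibition of at least 75% with every replicate also reaching 75%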;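 note: 0% = median of neutral control wells and 100% = pilot-screen positive control compound; some compounds past the cut are filed as inactive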
KKLEB cytotox: cytotoxicity in KKLEB CF airway cells, primary screen, cytotoxicity control for CF NF-kB inhibitor project, cell-based, uHTS, fluorescence assay plates; KKLEB CF airway cells viability, ATPlite luminescence, overnight; active compounds read low; cells stimulated with P. aeruginosa culture filtrate; activity change (cytotoxicity), % at 5 µM; 360,000 tested, 0.36% active; AID 602141, 2011;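 active = corrected activity change at or below -50% at 5 µM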
CF NFkB inh: inhibitors of PAF-induced NF-kB signaling, primary screen, cell-based, GFP fluorescence, uHTS | inhibition, % at 5 µM | KKLEB NF-kB-GFP reporter, GFP fluorescence overnight | AID 588850, 2011 | 360,000 tested, 0.86% active;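 active = at least 50% inhibition at 5 µM, scaled per plate between neutral and stimulator controls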;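 note: PAF is a Pseudomonas aeruginosa culture filtrate used as stimulus; plate controls were PAF-stimulated DMSO wells for no effect and unstimulated DMSO wells for full effect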
iPSC survival up: enhancers of single-cell hiPSC survival, primary screen, ATPlite luminescence | 360,000 tested, 0.044% active | 100% = ROCK inhibitor wells, 0% = DMSO | AID 602274, 2012 | survival enhancement, % at 20 µM; in the data active = survival enhancement above about 18%;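 note: cells exposed to compounds for 16 hours before the ATP read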
TWEAK Fn14 block: inhibitors of TWEAK-Fn14 signaling, primary screen, luciferase reporter cells, uHTS | AID 1159606, 2016 | inhibition, % at 10 µM | 360,000 tested, 2% active | TWEAK-stimulated Fn14 reporter cells, luciferase luminescence, 8 h; in the data active = inhibition above about 50%
NR2E3 ag-2: NR2E3 agonists in two-hybrid cells, primary screen, cell-based, luminescence, CHO-S, Gal4-NCOR/VP16-NR2E3; inhibition of corepressor binding, % at 3.98 µM; luciferase; 360,000 tested, 0.35% active; AID 602229, 2012;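 active = inhibition above the mean of all tested compounds plus 3 SD, cut at about 70% in these data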;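 note: 0% = DMSO with NR2E3 transfected cells and 100% = cells lacking NR2E3 construct; higher means lower luciferase signal from less NR2E3 corepressor binding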
Peg3 promoter: Peg3 promoter-driven luciferase inhibitors, primary screen, cell-based, HeLa, luciferase luminescence. HeLa PEG-Prom luciferase reporter, overnight. inhibition, % at 20 µM. 360,000 tested, 1.7% active;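 active = inhibition of at least 50% at 20 µM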
MITF TRPM1 inh: inhibitors of MITF-dependent TRPM1 promoter reporter, primary screen, cell-based, SK-MEL-5, single point, luciferase. 330,000 tested, 0.83% active. inhibition, % at 12.5 µM. SK-MEL-5 TRPM1 promoter luciferase, 24 h. AID 488899, 2010;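 active = mean inhibition across replicates of 60% or more, whatever share of single replicates reaches that level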; note: values of inactives mirror those of a sister screen read the other way
aDG glyco act: activators of alpha-DG glycosylation, primary screen, uHTS, Pro5-aDG cells, AlphaScreen; alpha-DG glycosylation AlphaScreen (IIH6); 0% Pro5, 100% B10-LARGE cell signal; 360,000 tested, 0.22% active; activation, % at 10 µM;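 active = activation of at least 8% versus controls, or a plate z-score of at least 8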;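 note: Pro5 are CHO cells carrying HIG-tagged alpha-DG that lacks glycosylation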
* marks the source's active call; other numbers are inactive results; . = no result given.

SMILES | HIF-2a block | NR2E3 ag-1 | Shn3 inh set2 | KKLEB cytotox | CF NFkB inh | iPSC survival up | TWEAK Fn14 block | NR2E3 ag-2 | Peg3 promoter | MITF TRPM1 inh | aDG glyco act
CC(C)COc1ccc(C(=O)NC(Cc2c[nH]c3ccccc23)C(=O)NN)cc1 (stereo not given) | 10 | 5 | -3 | 5 | -13 | 0.4 | -4 | -19 | 8 | 4 | -0.2
CCOc1ccc(Cl)cc1-c1cc(C(=O)Nc2ccc(F)cc2)[nH]n1 | -7 | . | 17 | 11 | -28 | -1.5 | 19 | -42 | 0 | . | 0.5
CN(Cc1cn[nH]c1-c1cc2ccccc2o1)CC1CCOCC1 | 0 | 3 | 10 | -1 | 5 | 2.6 | 2 | -15 | -12 | 4 | 0.0
COc1ccc(C(=O)N2CCOC23CCN(c2ncccn2)CC3)cc1 | -6 | 4 | 13 | -2 | 6 | 1.4 | 0 | 2 | 11 | 6 | -0.2
Cc1ccc(S(=O)(=O)N2CCN(Cc3ccccn3)CC2)cc1 | 15 | -1 | -8 | 8 | 6 | 0.3 | -18 | 20 | 9 | 2 | -0.2
Cc1nn(Cc2ccccc2)c2sc(C(=O)N3CCN(Cc4ccc5c(c4)OCO5)CC3)cc12 | 16 | -1 | 27 | -1 | 2 | 0.3 | 24 | 3 | 37 | 5 | -0.1
CC(=O)O[C@H]1[C@@H](O)[C@H](O)[C@H](Oc2c(O)c(C)c3c4c2[C@@H](C)CC[C@@H]4[C@@H](C)C[C@H]3C=C(C)C)O[C@H]1C | 12 | . | -2 | 2 | -5 | 2.3 | 28 | 11 | -2 | 14 | 0.1
N/C(Cc1ccc(Cl)cc1)=N\OC(=O)c1ccc2ccccc2c1 | -1 | -3 | -15 | 9 | 17 | 4.0 | -154 | -6 | 105* | -13 | 0.0
Cc1ccc(CN2CCC2(C)C(=O)NC2CCc3ccccc32)cc1 (stereo not given) | 14 | . | -6 | -9 | 4 | 2.5 | 5 | -24 | 14 | . | -0.3
O=C(NCCc1ccccc1)c1ccc(Br)o1 | -256 | 3 | -185 | 14 | -9 | -1.2 | -10 | -101 | -257 | -78 | 0.1
CCCNC(=O)c1ccc(N2CCC3(CC2)CC(c2ccccc2)=NO3)c(NC(=O)c2cccc(C)c2)c1 | -12 | -4 | 3 | -9 | 3 | -1.5 | -1 | -3 | 10 | 4 | 2.1
COc1ccc(Cc2[nH]n3c(=O)c(Cl)c(C)nc3c2-c2ccccc2)cc1 | 4 | 2 | -7 | -4 | 27 | -0.7 | 26 | -16 | 46 | -16 | 0.0
O=C(O)/C=C/c1cccc(OCc2ccccc2)c1 | 24 | 3 | 2 | -11 | 11 | -1.2 | 21 | -59 | -22 | -5 | -0.4
Nc1nc(=S)c2ncn(C3CCCC3)c2[nH]1 | -3 | . | -41 | -12 | -2 | -0.3 | 12 | -35 | -1 | 16 | -0.1
CCc1nc2c(OCc3ccc(C(=O)OC)cc3)cccn2c1N(C)C(=O)c1ccc(OC)cc1 | 5 | . | 10 | -10 | 9 | -2.9 | 0 | -22 | -5 | . | 0.2
COc1ccc(N=Cc2ccc(-c3ccccc3)o2)cc1 | -54 | -1 | -9 | -4 | 13 | -0.9 | -3 | 15 | -31 | -4 | -0.3
O=C(Nc1ccc(C(=O)N2CCCCC2)cc1)c1ccccc1Cl | -12 | 1 | -3 | -5 | 22 | -0.3 | -18 | -4 | -10 | -6 | 0.0
CCOC(=O)c1c(NC(=O)C2CC=CCC2C(=O)O)sc(C)c1CC (stereo not given) | 11 | 8 | -7 | 11 | 2 | 0.7 | 17 | 3 | 6 | 19 | 0.0
O=C(NCc1ccc2c(c1)OCO2)c1c(F)c(F)c(F)c(F)c1F | 17 | 1 | 6 | 12 | -16 | 0.7 | 2 | -4 | -2 | 6 | 0.5
CCN1CCN(c2nc3c(C)cccn3c(=O)c2/C=C(\C#N)C(=O)NC)CC1 | 8 | 6 | -11 | 5 | -54 | -0.5 | -14 | 9 | 7 | -3 | 0.3
CN(C(=O)c1cccc(NC(=O)C2CCN(C(=O)OC(C)(C)C)CC2)c1)C1CCC1 | 14 | . | -2 | 7 | 0 | -1.8 | 6 | 4 | 12 | 24 | -0.3
COc1ccc(/C=C2\SC(=O)N(CCNC(=O)C3CC4C=CC3C4)C2=O)cc1 (stereo not given) | -326 | 4 | -101 | -12 | 29 | 0.3 | -17 | -120 | -322 | -137 | 0.0
O=C(CSc1nncn1-c1ccccc1)N1CCCC1 | -5 | 0 | 5 | 14 | 7 | -0.3 | 0 | -21 | -19 | -10 | 0.0
Cc1c(C(=O)C(C)C)n(C)c2ccccc12 | -25 | -1 | -5 | -2 | 5 | -1.7 | -7 | -11 | -24 | 5 | 0.6
Nc1ncnc2c1CN(Cc1ccccc1)CC2 | 5 | . | -14 | 2 | 6 | 0.4 | -18 | -22 | 5 | -3 | 0.2
Cc1c(N2C(=O)/C(=C/c3ccccc3)SC2=S)c(=O)n(-c2ccccc2)n1C | 15 | 0 | 4 | -1 | -1 | 0.8 | 27 | 11 | 26 | 25 | -0.3
Cc1cccc(NC(=O)CN2C(=O)CNC2=O)c1 | 8 | 1 | 0 | 1 | -7 | -1.4 | -3 | -12 | 7 | 14 | 0.6
COc1ccccc1CN1C(=O)c2ccncc2C1=O | 12 | 0 | 13 | -1 | -7 | -1.4 | -5 | -8 | -2 | 8 | 0.0
CCOC(=O)Cc1csc(NC(=O)CN(C)S(=O)(=O)c2ccc3c(c2)CCC(=O)N3)n1 | 13 | 1 | -1 | -3 | -8 | 0.5 | 2 | 14 | -1 | 13 | -0.1
O=C(/C=C/c1ccc(Cl)c([N+](=O)[O-])c1)c1ccc(O)cc1 | 79* | -3 | -25 | -17 | 66* | 17 | 84* | -11 | 104* | 57 | -0.2
Cc1cc2c(NCCc3ccccc3)ncnc2s1 | -264 | -1 | 48 | -5 | 14 | -0.5 | 44 | 56 | -292 | 1 | 2.7
COCCN(C(=O)COC(=O)CCSc1ccc(F)cc1)c1c(N)n(Cc2ccccc2)c(=O)[nH]c1=O | 9 | 0 | 12 | -23 | 9 | 0.3 | 2 | -31 | 7 | 2 | -0.1
Cc1ccccc1N1CCN(C2CCCN(C(=O)c3ccnn3C)C2)CC1 (stereo not given) | 7 | 2 | -1 | -10 | 1 | -0.3 | -1 | 11 | 7 | -1 | 0.3
Cc1cc(C(=O)OCC(=O)N2CC(C)CC(C)C2)c(C)o1 (stereo not given) | -4 | -1 | -1 | 4 | 0 | -0.8 | 12 | 3 | 2 | -1 | 0.1
COc1cccc(NC(=O)c2ccncc2)c1 | -32 | 1 | -10 | -6 | 8 | -2.1 | 1 | -12 | -26 | -5 | 0.1
COc1cc(-c2cn(S(=O)(=O)c3cccc4nsnc34)nc2N)cc(OC)c1OC | 1 | -4 | 5 | -14 | -14 | -1.7 | -13 | 6 | 13 | 3 | 0.6
CC(=O)N1c2ccc(S(=O)(=O)N3CCCC(C(=O)Nc4ccc(C)cc4C)C3)cc2CC1C (stereo not given) | 17 | -2 | 19 | -5 | 7 | -0.7 | 27 | -3 | 20 | 10 | 0.1
O=C(CSc1cccc[n+]1[O-])Nc1cccc(S(=O)(=O)NC2=NCCCCC2)c1 | 13 | 3 | -43 | -10 | 13 | 1.2 | -25 | 4 | 3 | 4 | -0.1
Cc1cccc(N2CCN(C(=O)c3ccnn3C)CC2)c1C | 13 | 2 | 6 | 10 | 21 | -0.4 | -5 | -24 | 14 | 1 | -0.1
CC1(C(=O)NS(=O)(=O)c2ccc(Cl)cc2)CCN1C(=O)C1(c2ccc(Cl)cc2)CCC1 (stereo not given) | 5 | . | 10 | -2 | 5 | -2.4 | 10 | 23 | -5 | . | -0.2
O=C(O)CC(NC(=O)C(F)(F)F)c1ccc2c(c1)OCO2 (stereo not given) | 19 | 2 | -2 | 5 | 12 | -0.7 | -11 | 20 | -10 | 1 | -0.2
CC(C(=O)Nc1ncc([N+](=O)[O-])s1)N1C(=O)c2ccccc2S1(=O)=O (stereo not given) | -2 | -5 | -13 | 14 | -24 | 0.5 | 10 | -3 | 13 | 4 | 0.1
COc1ccc(NC2CCCN(C(=O)c3cccc(N(C)C)c3)C2)cc1 (stereo not given) | 6 | . | 15 | 13 | -10 | 0.1 | -16 | -19 | 2 | -10 | -0.1

Structures above with two or more sulfur atoms:
SMILES | HIF-2a block | NR2E3 ag-1 | Shn3 inh set2 | KKLEB cytotox | CF NFkB inh | iPSC survival up | TWEAK Fn14 block | NR2E3 ag-2 | Peg3 promoter | MITF TRPM1 inh | aDG glyco act
Cc1c(N2C(=O)/C(=C/c3ccccc3)SC2=S)c(=O)n(-c2ccccc2)n1C | 15 | 0 | 4 | -1 | -1 | 0.8 | 27 | 11 | 26 | 25 | -0.3
CCOC(=O)Cc1csc(NC(=O)CN(C)S(=O)(=O)c2ccc3c(c2)CCC(=O)N3)n1 | 13 | 1 | -1 | -3 | -8 | 0.5 | 2 | 14 | -1 | 13 | -0.1
COc1cc(-c2cn(S(=O)(=O)c3cccc4nsnc34)nc2N)cc(OC)c1OC | 1 | -4 | 5 | -14 | -14 | -1.7 | -13 | 6 | 13 | 3 | 0.6
O=C(CSc1cccc[n+]1[O-])Nc1cccc(S(=O)(=O)NC2=NCCCCC2)c1 | 13 | 3 | -43 | -10 | 13 | 1.2 | -25 | 4 | 3 | 4 | -0.1
CC(C(=O)Nc1ncc([N+](=O)[O-])s1)N1C(=O)c2ccccc2S1(=O)=O (stereo not given) | -2 | -5 | -13 | 14 | -24 | 0.5 | 10 | -3 | 13 | 4 | 0.1
